Bioassay records from PubChem.
GRP78 ERSR act = induces the endoplasmic reticulum stress response in human glioma cells; 420,000 tested, 0.02% active; Potency, µM, for the others: at the top dose activation, hits mostly activators; AID 602332; U87-MG GRP78 promoter luciferase reporter, 16 h; further: potency means the concentration at half of the fitted maximal effect; series mostly up to about 76 µM; % of control where 0% means no effect; nearly all actives have a fitted effect of over 35% in size
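Stably transfected U87-MG human glioma cells carrying a GRP78-based luminescent sensor were seeded at 1000 cells/well, pin-dosed with compounds and incubated 16 h. Luciferase reagent was then added, and end-point luminescence was read after 10 min at room temperature.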
LDHA block = blocks human lactate dehydrogenase A | AID 1347041 | P00338 | 480,000 tested, 0.15% active | purified LDHA, NADH/diaphorase-resazurin fluorescence; active compounds read low | activity change, % (values are at about 110 or 230 µM); in the data active means activity change below about -30%; inconclusive means mostly about -25% to -30%;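 further: plate controls were DMSO wells for no effect and wells without enzyme for full effect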
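LDH5 2 nM; NADH 0.06 mM, pyruvate 0.2 mM; 200 mM Tris pH 7.4, EDTA, Tween-20; 5 min RT. Detection: diaphorase 0.133 mg/mL + resazurin 37 µM, fluorescence ex540/em590 at 0 and 20 min; normalized to enzyme-free and DMSO wells.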
IDH1 R132H inh = blocks human mutant IDH1 R132H enzyme. O75874. IDH1-R132H enzyme, NADPH consumption, diaphorase/resazurin fluorescence. Potency, µM (series often up to 76.6 µM), for inactives: at the highest dose activity change, negative = inhibition, usual class: inhibitors. 390,000 tested, 0.093% active. AID 602179; further: potency means the concentration at half of the fitted maximal effect; on the % scale 0 is the no-effect control and ±100 the full control effect; nearly all actives have a fitted effect of over 65% in size
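IDH1-R132H (0.5 ug/mL dispensed) in pH 7.5 Tris buffer was preincubated 30 min with compound, then given a substrate mix of 0.016 mM NADPH and 2 mM alpha-KG for 80 min at room temperature; remaining NADPH was read by diaphorase/resazurin fluorescence.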
Vif-A3G inh = Vif-A3G binding inhibition; AID 602310; 410,000 tested, 0.076% active; HeLa A3G-eYFP + Vif (tagged APOBEC3G with the HIV-1 protein that degrades it), YFP fluorescence, overnight; Potency, µM (titrated, usually from 46.1 µM), for the others: at the highest dose activity, negative = active, usual class: inhibitors;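 further: potency means the concentration at half of the fitted maximal effect; on the % scale 0 is the no-effect control and ±100 the full control effect; nearly all actives have a fitted effect of over 60% in size; hits raise eYFP signal because A3G escapes Vif-driven loss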
Target sequence (Q9HC16 whole entry, looked up): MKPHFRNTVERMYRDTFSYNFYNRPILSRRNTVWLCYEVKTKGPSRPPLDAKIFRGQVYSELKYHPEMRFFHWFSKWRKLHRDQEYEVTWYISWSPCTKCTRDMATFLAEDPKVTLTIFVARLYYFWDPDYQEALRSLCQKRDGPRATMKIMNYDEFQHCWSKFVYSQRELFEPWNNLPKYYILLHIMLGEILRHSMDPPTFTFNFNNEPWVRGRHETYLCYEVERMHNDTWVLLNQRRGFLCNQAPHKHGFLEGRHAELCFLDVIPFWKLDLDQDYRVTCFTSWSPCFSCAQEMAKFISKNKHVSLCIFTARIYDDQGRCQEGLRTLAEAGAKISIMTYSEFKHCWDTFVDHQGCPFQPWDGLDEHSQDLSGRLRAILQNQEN
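HeLa cells stably expressing Vif and C-terminally eYFP-tagged A3G, seeded overnight at 37 deg C, then exposed to compound by pintool overnight at 37 deg C. Rise in yellow fluorescence (Ex 488/Em 500-530, Acumen) marks blocked Vif-driven A3G degradation.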
TrxR1 substrate = rat thioredoxin reductase 1 substrate activity; O89049; purified TrxR1 substrate turnover, NADPH consumption readout; Potency, µM (doses to about 114 µM), for the others: at the top dose activity change, negative = substrate turnover; 390,000 tested, 0.01% active; AID 588456; further: potency means the concentration at half of the fitted maximal effect; on the % scale 0 is the no-effect control and ±100 the full control effect; nearly all actives have a fitted effect of over 50% in size
Target sequence (O89049 whole entry, looked up): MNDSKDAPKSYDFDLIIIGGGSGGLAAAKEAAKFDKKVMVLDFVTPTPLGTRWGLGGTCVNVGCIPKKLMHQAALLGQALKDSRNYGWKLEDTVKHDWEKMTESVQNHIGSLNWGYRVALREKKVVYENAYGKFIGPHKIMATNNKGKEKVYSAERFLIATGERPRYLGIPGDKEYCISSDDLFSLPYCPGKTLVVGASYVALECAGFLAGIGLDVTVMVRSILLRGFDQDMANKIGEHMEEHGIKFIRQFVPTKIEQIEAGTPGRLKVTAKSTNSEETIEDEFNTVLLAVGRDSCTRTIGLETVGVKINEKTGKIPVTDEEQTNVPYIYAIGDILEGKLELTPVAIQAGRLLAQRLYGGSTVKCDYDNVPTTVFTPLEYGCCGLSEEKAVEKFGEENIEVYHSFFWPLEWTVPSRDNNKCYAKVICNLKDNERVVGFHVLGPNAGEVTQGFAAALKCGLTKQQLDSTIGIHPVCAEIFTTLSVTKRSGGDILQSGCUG
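Rat TrxR1, dispensed at 90 nM, was prereduced with 400 uM NADPH (final) for 5 min at ~22 deg C, then incubated with compound 15 min before 400 uM selenite. A first-read NADPH fluorescence drop versus no-compound background flagged substrates.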
RGS4 inh = blocks human RGS4-accelerated GTP hydrolysis | 390,000 tested, 0.039% active | Potency, µM (top dose mostly 114 µM), without a hit: at the highest dose activity change, negative = inhibition, most hits filed as inhibitors | Transcreener GDP fluorescence polarization, RGS4-accelerated GTP hydrolysis; further: potency means the concentration at half of the fitted maximal effect; on the % scale 0 is the no-effect control and ±100 the full control effect; nearly all actives have a fitted effect of over 75% in size; some results filed as inactive show a strong effect at the top dose
Target sequence (P49798 whole entry, looked up): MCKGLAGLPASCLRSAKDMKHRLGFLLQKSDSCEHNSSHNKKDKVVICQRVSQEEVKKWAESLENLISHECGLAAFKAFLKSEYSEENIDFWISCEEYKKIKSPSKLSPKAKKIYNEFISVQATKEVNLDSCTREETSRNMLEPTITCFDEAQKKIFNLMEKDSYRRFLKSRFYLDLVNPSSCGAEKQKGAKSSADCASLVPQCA
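MLSMR compounds (23 nl, pin-transferred) preincubated 10 min at room temperature with a 500nM (2x) first reagent, then RGS4 at 900nM (2x) plus Transcreener GDP mix added; fluorescence polarization (620/688 nm) read before and after 90 min at 30 °C.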
rTrxR1 inhibitor = blocks rat thioredoxin reductase 1; O89049; recombinant rTrxR1, NADPH fluorescence consumption, selenite substrate; Potency, µM (doses to about 114 µM), without a hit: top-dose activity change, negative = inhibition, most hits filed as inhibitors; 390,000 tested, 1% active; AID 588453; further: potency means the concentration at half of the fitted maximal effect; on the % scale 0 is the no-effect control and ±100 the full control effect; nearly all actives have a fitted effect of over 65% in size
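Rat TrxR1 (90 nM in the dispensed reagent) was pre-reduced with 400 uM NADPH for 5 min at room temperature, then incubated with compound for 15 min. After 400 uM selenite was added, NADPH fluorescence (Ex 340/Em 450 nm) was followed for 8 min.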
USP1-UAF1 inh = inhibitors of human USP1/UAF1 deubiquitinase; O94782; recombinant USP1/UAF1, Ub-Rhodamine cleavage fluorescence; Potency, µM (highest dose often 57.1 µM), for the others: at the top dose activity change, negative = inhibition, usual class: inhibitors; 390,000 tested, 0.23% active; AID 743255; further: potency means the concentration at half of the fitted maximal effect; on the % scale 0 is the no-effect control and ±100 the full control effect; nearly all actives have a fitted effect of over 60% in size; inactives centre near -12
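High-throughput fluorogenic screen: 1nM USP1/UAF1 complex, Ub-Rho substrate 150nM final, 50mM HEPES pH 7.8 with 0.5mM EDTA, 0.1 mg/ml BSA, 1mM TCEP and 0.01% Tween-20.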
Vif-A3F inh = blocks the Vif interaction with APOBEC3F. HeLa A3F-eYFP + Vif (tagged APOBEC3F with the HIV-1 protein that degrades it), YFP fluorescence increase. AID 602313. 390,000 tested, 0.2% active. Potency, µM (top dose mostly 46.1 µM), without a hit: at the top dose activity, negative = active; further: potency means the concentration at half of the fitted maximal effect; % of control where 0% means no effect; nearly all actives have a fitted effect of over 65% in size
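HeLa cells stably expressing A3F-eYFP plus Vif, plated and incubated overnight at 37 deg C, then exposed to compounds overnight at 37 deg C. Blocked degradation read as raised yellow fluorescence (Ex 488/Em 500-530).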
* marks the source's active call; other numbers are inactive results; ? = inconclusive; & = joins results of further samples; [ ] = remark or other dose. Unless noted, the call rests on the fitted dose curve; in most records, active means well fitted curve in the direction sought with a large enough effect; inconclusive means small, poorly fitted or top-dose-only effect, or another doubt; inactive means no such curve, though single readings can be large; an effect the other way counts as inactive or inconclusive. Only part of the results is shown (hit frequency here may not be typical).

SMILES	GRP78 ERSR act	LDHA block	IDH1 R132H inh	Vif-A3G inh	TrxR1 substrate	RGS4 inh	rTrxR1 inhibitor	USP1-UAF1 inh	Vif-A3F inh
O=C(CSc1cn(CC(=O)N2CCOCC2)c2ccccc12)N1CCOCC1	3%	-2	0%	2%	-3%	-10%	4%	-16%	-12%
CCOC(=O)c1c(C#N)c(SCC(=O)Nc2ccc(OC)cc2)nc2c1CN(CC)CC2	-4%	13	1%	-1%	-8%	-27%	?	-34%	-3%
CSc1ncc(C(=O)NCc2ccc(C)cc2)c(-c2ccccc2)n1	-5%	1	4%	-1%	12%	0%	38%[activator]	-10%	3%
CCOc1ccc(C(=O)NC(=S)Nc2ccc(NC(=O)c3ccco3)cc2)cc1[N+](=O)[O-]	-2%	-7	0%	-3%	-2%[11.4 µM]	-21%	6%[11.4 µM]	-21%	2%
COC(=O)c1ccc(CS(=O)(=O)c2ccc(C)cc2)o1	-1%	-4	-8%	-1%	5%	-8%	?	-2%	1%
O=C(N[C@@H](Cc1ccccc1)C(=O)OCc1ccccc1)c1ccco1	1%	-2	8%	1%	-2%	-10%	13%	-20%	-1%
CCCN1CCC(NC(=O)C2CCN(C(C)=O)CC2)CC1	-4%	1	2%	5%	-2%[57.1 µM]	-7%	12%[57.1 µM]	-11%	7%
O=C(/C=C/c1ccc(F)cc1)NC(=S)NNC(=O)[C@H]1C[C@@H]1c1ccccc1	1%	-10	-6%	5%	0%	-40%	28%	-22%	-6%
CCCc1cc(=O)n2nc(N3CCC(C(=O)NCc4ccco4)CC3)sc2n1	1%	-1	6%	8%	-9%[57.1 µM]	-50%[56.9 µM]	22%[57.1 µM]	-12%	0%
COc1ccc(-n2cnc3cc(NCc4cccs4)ccc32)cc1	5%	12	4%	-2%	9%[57.1 µM]	-6%[11.4 µM]	3%[57.1 µM]	-10%	0%
CSc1ccccc1OCc1cc(C(=O)NCCC2=CCCCC2)no1	0%	0	0%	2%	-4%	3%	-9%	-11%	6%
CC(=O)Oc1cc2cccc(OC(C)=O)c(=O)c2c(OC(C)=O)c1OC(C)=O	1%	-1	-7%	-5%	-10%	?	?	?	-3%
CCOC(=O)c1c[nH]c2ccc3ccccc3c2c1=O	2%	0	-1%	0%	1%	-15%	19%	-24%	6%
O=C1CCSC2(C(=O)N(Cc3ccc(F)cc3)c3ccccc32)N1c1ccc(Cl)cc1 (stereo not given)	?	4	?	-3%	3%	-32%	30%	-18%	-8%
Cc1ccc(/C(O)=C2/C(=O)C(=O)N(Cc3cccnc3)C2c2ccccn2)cc1 (stereo not given)	-3%	-3	1%	0%	-9%	-8%	-15%	-17%	-15%
COc1cccc(-n2c(=O)c3c(C)c(C)sc3n(Cc3ccccc3C#N)c2=O)c1	-2%	-2	-22%	1%	12%[2.29 µM]	-18%	20%	-4%	0%
COC(=O)c1sccc1NC(=O)c1c(C)c(-c2cccc(Cl)c2)nc2ccccc12	-4%	-4	4%	0%	-2%	38%	6%	-6%	-3%
COc1ccc(-c2nn(-c3ccccc3)cc2C(=O)N2CCOCC2)cc1	3%	-4	2%	5%	5%	19%	-9%[57.1 µM]	-13%	4%
COC(=O)Cc1ccc(OC(=O)CCS(=O)(=O)c2ccc(C)cc2)cc1	-2%	-1	4%	0%	-4%	11%	2%	-19%	1%
Cc1ccc(C(=O)OCC(=O)c2ccc(Br)cc2)cc1S(=O)(=O)N1CCOCC1	-3%	-3	-17%	5%	1%	14%	32%	-21%	-1%
COc1cccc(CNC(=O)C2CCN(S(=O)(=O)c3ccc4c(c3)CCC(=O)N4)CC2)c1	-1%	-8	10%	-1%	-1%	12%	-2%	-21%	5%
C#Cc1ccc(CN2CCC(C(=O)Nc3ccc(Oc4ccccc4)nc3)CC2)cc1	-7%	0	-6%	0%	3%	-6%	9%	-20%	-5%
CCOC(=O)C1(CCOc2ccccc2)CCN(Cc2ccc(-n3cccn3)cc2)CC1	-4%	2	7%	-1%	-6%[57.1 µM]	5%	4%[57.1 µM]	-1%	-6%
CCCN(CCC)S(=O)(=O)c1ccc(C(=O)Nc2ccc(S(=O)(=O)Nc3nnc(CC)s3)cc2)cc1	-3%	1	1%	0%	-4%[57.1 µM]	-38%	11%	-14%	-5%
Fc1ccc(CSc2ccc(-c3ccc4c(c3)OCO4)nn2)cc1	1%	-4	3%	-12%	-6%	11%	-2%	-3%	-9%
COc1ccc(C(NC(C)=O)c2cc(Cl)c3cccnc3c2O)cc1OC (stereo not given)	-2%&-2%	22&5	-9%	?	1%&-4%	-1%	13%&13%	-20%	-25%
NS(=O)(=O)c1ccc2nc(NC(=O)c3ccc(Br)o3)sc2c1	7%	-2	-1%	-13%	1%	-23%[56.9 µM]	3%	-6%	?
O=C(CNC(=O)OCc1ccccc1)Oc1ccc2ccc(=O)oc2c1	-1%	-5	0%	-1%	251%[activator]	-8%	25µM*	-14%	-6%
O=C(COC(=O)Cc1ccsc1)Nc1ccccc1Cl	1%	-5	0%	-3%	-4%	19%	-5%	-19%	-7%
CCN(C(=O)COC(=O)/C=C/c1ccc2c(c1)OCO2)c1c(N)n(Cc2ccccc2)c(=O)[nH]c1=O	-2%	-7	-4%	-2%	10%	-6%	33%	-12%	0%

Single entries from the entries so far:
NS(=O)(=O)c1ccc2nc(NC(=O)c3ccc(Br)o3)sc2c1 in Vif-A3G inh is entered as -13%
C#Cc1ccc(CN2CCC(C(=O)Nc3ccc(Oc4ccccc4)nc3)CC2)cc1 in USP1-UAF1 inh is entered as -20%

The list continues.
SMILES	GRP78 ERSR act	LDHA block	IDH1 R132H inh	Vif-A3G inh	TrxR1 substrate	RGS4 inh	rTrxR1 inhibitor	USP1-UAF1 inh	Vif-A3F inh
O=C(CSc1ccc2c(c1)OCCO2)Nc1cccnc1Cl	0%	-1	7%	-1%	-4%	22%	19%	-7%	-1%
CCc1cc2c(-c3ccccc3)cc(=O)oc2cc1OC(C)C(=O)O (stereo not given)	-1%	1	-4%	-3%	7%	1%	4%	-12%	-8%
Cc1ccc2nc(C)cc(N/N=C/c3ccc(F)cc3)c2c1	0%	-7	-6%	-5%	11%[57.1 µM]	23%	11%[57.1 µM]	-20%	-3%
S=C(NC1CCCCC1)c1ccc2c(c1)OCO2	3%	0	4%	1%	-6%	-36%	-15%	-10%	-6%
CCOC(=O)c1[nH]c2ccccc2c1NC(=O)c1ccc(S(=O)(=O)N2CCOCC2)cc1	-2%	-11	-8%	3%	-4%	10%	-9%	-14%	1%
CCCCNC(=O)C1(O)c2ccccc2NC(=O)N1c1ccc(Cl)cc1 (stereo not given)	-3%	-8	10%	2%	-4%[11.4 µM]	-2%	-11%[11.4 µM]	-10%	-2%
NS(=O)(=O)c1ccc(NC(=O)Cn2nc(C(=O)O)c3ccccc3c2=O)cc1	-3%	-8	4%	0%	1%	23%	20%	-10%	2%
CC(C)c1ccc(CN2CCC(Oc3ccc(C(=O)N4CCCC4)cc3)CC2)cc1	-2%	-3	-8%	3%	5%	10%	22%	-22%	0%
COc1ccc(CN(C)C(=O)COC(=O)c2cc([N+](=O)[O-])ccc2N2CCCC2)c(OC)c1OC	3%	-3	2%	0%	-5%	34%	13%	-10%	5%
O=C(CO/N=C/c1ccc2c(c1)OCO2)Nc1cccc(Br)c1	1%	-5	-4%	0%	-5%	-1%	6%	-8%	8%
Nc1nc(SCC(=O)NCCOCCO)nc2sc3c(c12)CCCC3	-2%	3	4%	-2%	4%	?	21%	-11%	2%
CC1(C)Cc2nc(NC3CCCCC3)c(C#N)cc2CO1	-4%	-1	4%	0%	57%[activator][57.1 µM]	13%	-1%[57.1 µM]	-3%	9%
CCOc1ccc(NC(=O)CSc2ncc3c(n2)-c2ccc(Cl)cc2N(Cc2ccccc2)S3(=O)=O)cc1	-3%	2	-17%	-1%	-1%[57.1 µM]	-7%	5%[57.1 µM]	-5%	-7%
COc1ccccc1NC(=O)C1=C(C)Nc2nnnn2C1c1ccc(C(F)(F)F)cc1 (stereo not given)	3%	-6	-3%	0%	-3%	8%	6%	-12%	-4%
CN(C)c1cccc(C(=O)OCC(=O)NC(=O)NCc2ccccc2)c1	0%	-2	-1%	0%	23%[57.1 µM]	9%	24%[57.1 µM]	?	5%
CC(NC(=O)c1cnc2ccccc2n1)c1ccccc1 (stereo not given)	3%	7	3%	-6%	-3%	12%	-3%	-12%	-12%
COc1ccc(S(=O)(=O)n2nc(OCc3cccs3)cc2N)cc1	-5%	-12	-5%	-3%	-3%	-19%	8%	11%	1%
O=C(NC(=S)NCc1cccnc1)c1cc(Br)ccc1Cl	-4%	-7	3%	1%	3%	-2%	24%	-9%	-3%
COc1cc(C)ccc1Oc1ccc([N+](=O)[O-])cc1	-2%	6	15%	1%	-3%[57.1 µM]	-6%	4%[11.4 µM]	-11%	1%
CSc1nnc(C2CCN(CC(=O)Nc3ccccc3N3CCOCC3)CC2)n1C	4%	-7	5%	0%	8%[57.1 µM]	-2%	20%[57.1 µM]	-19%	6%
CC(=O)C1=C(C)OC2(O)c3ccccc3C(=O)C12O (stereo not given)	-2%	3	-7%	2%	-5%	-18%	6%	8.9µM*	-4%
